WRN inhibitor: qHTS for Inhibitors of WRN Helicase; Bifunctional 3'-5' exonuclease/ATP-dependent helicase WRN (Homo sapiens), Q14191; WRN helicase unwinding, fluorescent forked duplex, kinetic; Potency, µM (highest dose often 114 µM), inactives show at the top dose activity change, negative = inhibition, most hits filed as inhibitors; 360,000 tested, 0.46% active; AID 651768, 2012; further: potency means the concentration at half of the fitted maximal effect; on the % scale 0 is the no-effect control and ±100 the full control effect; nearly all actives have a fitted effect of over 55% in size
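Kinetic red-fluorescence monitoring (525/598 nm) tracks WRN helicase activity after 100 nM fluorophore-quencher forked duplex and 2 mM ATP are added to 20 nM enzyme pretreated 15 min at room temperature with compound.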
PLK1 PBD inh: qHTS for Inhibitors of PLK1-PDB (polo-like kinase 1 - polo-box domain): Primary Screen; Potency, µM, for inactives: max response, negative = inhibition, hits mostly inhibitors; Serine/threonine-protein kinase PLK1 (Homo sapiens), P53350; 360,000 tested, 2.8% active; Plk1 PBD binding of FITC phosphopeptide, fluorescence polarization; further: potency means the concentration at half of the fitted maximal effect; series mostly up to about 57 µM; on the % scale 0 is the no-effect control and ±100 the full control effect; nearly all actives have a fitted effect of over 65% in size
FUS suppressor: qHTS for Suppressors of FUS Proteinopathy: Primary screen using FUS-linked yeast assay. S. cerevisiae FUS-expressing, growth rescue, OD600, 24 h. Potency, µM (titrated, usually from 76.6 µM), inactives show at the top dose growth rescue (activation), usual class: activators. 390,000 tested, 0.24% active. AID 1347120, 2019;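 further: potency means the concentration at half of the fitted maximal effect; plate controls were DMSO vehicle for no effect and reference control for full effect; nearly all actives have a fitted effect of over 55% in size; some results filed as inactive show a strong effect at the top dose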
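Cultures pregrown in 2.5% raffinose medium are shifted to minimal medium containing 2% galactose to express toxic FUS. Compounds are tested at several concentrations. After 24hr at 30C, growth is quantified at 600 nm absorbance.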
aSyn rescue: qHTS of alpha-syn Inhibitors. 370,000 tested, 0.14% active. Yeast expressing alpha-synuclein, growth rescue, BacTiter-Glo, 24 h. Potency, µM (titrated, usually from 46.1 µM), without a hit: at the top dose growth rescue (activation), most hits filed as activators. AID 652106, 2013; further: potency means the concentration at half of the fitted maximal effect; % of control where 0% means no effect; nearly all actives have a fitted effect of over 65% in size
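Screening used galactose-induced yeast with toxic alpha-synuclein levels, exposed to compound for 24 hr at 30 deg C. Cell growth, read with BacTiter-Glo luminescence, gave the measured signal.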
Abeta yeast res: qHTS for compounds that reverse cellular toxicity of Amyloid beta (A-beta) peptide in yeast: Primary Screen | 410,000 tested, 0.063% active | yeast expressing A-beta42, growth rescue, OD600, 48 h; response scale: 0% DMSO, 100% iron-clioquinol control | Potency, µM (series often up to 46.1 µM), for the others: top-dose growth rescue, most hits filed as activators; further: potency means the concentration at half of the fitted maximal effect; nearly all actives have a fitted effect of over 55% in size
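Yeast growth medium received pinned compounds, then yeast cells expressing toxic A-beta were added; plates incubated at 30 C for 48 hr. Growth read as absorbance at 600 nm, normalized to DMSO and equimolar FeCl3 plus clioquinol controls.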
EPAC1 ag: qHTS for Agonist of cAMP-regulated guanine nucleotide exchange factor 3 (EPAC1): primary screen; AID 720707, 2013; Rap guanine nucleotide exchange factor 3 (Homo sapiens), O95398; EPAC1 agonist qHTS, biochemical assay; response scale: 100% = response to 6.5 mM cAMP; 360,000 tested, 0.073% active; Potency, µM (top dose mostly 154 µM), for inactives: at the top dose activation, most hits filed as activators; further: potency means the concentration at half of the fitted maximal effect; nearly all actives have a fitted effect of over 60% in size
Target sequence (O95398 whole entry, looked up): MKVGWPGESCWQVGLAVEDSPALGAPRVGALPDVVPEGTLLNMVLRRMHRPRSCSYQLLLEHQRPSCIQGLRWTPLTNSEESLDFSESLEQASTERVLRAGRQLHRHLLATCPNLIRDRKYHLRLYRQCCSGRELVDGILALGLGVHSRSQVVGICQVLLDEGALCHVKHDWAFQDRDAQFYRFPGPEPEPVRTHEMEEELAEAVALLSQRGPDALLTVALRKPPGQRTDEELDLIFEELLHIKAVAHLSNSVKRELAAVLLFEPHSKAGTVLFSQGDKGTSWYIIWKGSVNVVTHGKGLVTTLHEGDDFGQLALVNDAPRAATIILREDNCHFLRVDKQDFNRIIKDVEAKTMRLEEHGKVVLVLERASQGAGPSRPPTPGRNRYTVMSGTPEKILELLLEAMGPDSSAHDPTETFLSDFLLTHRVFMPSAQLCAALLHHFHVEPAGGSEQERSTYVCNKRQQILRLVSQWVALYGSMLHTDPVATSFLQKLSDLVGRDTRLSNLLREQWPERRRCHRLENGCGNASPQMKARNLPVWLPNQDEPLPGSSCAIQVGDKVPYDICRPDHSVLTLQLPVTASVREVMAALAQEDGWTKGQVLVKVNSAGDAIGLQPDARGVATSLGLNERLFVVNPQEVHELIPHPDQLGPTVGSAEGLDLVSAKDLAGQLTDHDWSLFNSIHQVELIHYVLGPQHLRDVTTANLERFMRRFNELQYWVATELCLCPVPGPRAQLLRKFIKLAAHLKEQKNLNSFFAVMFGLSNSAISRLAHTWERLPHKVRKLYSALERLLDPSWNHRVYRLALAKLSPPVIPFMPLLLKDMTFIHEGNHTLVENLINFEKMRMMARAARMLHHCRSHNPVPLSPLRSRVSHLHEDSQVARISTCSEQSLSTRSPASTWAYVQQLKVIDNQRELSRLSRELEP
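Nucleotide exchange assay: 100 nM EPAC1 with 250 nM Rap1B loaded with BODIPY-GDP and 50 uM GDP, room temperature. Fluorescence (480/540 nm) read every 5 min for 30 min; signal change normalized to 6.5 mM cAMP as full agonist.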
IL-2 act: qHTS of IL-2 Activators; activation, % (series mostly up to about 46 µM); 360,000 tested, 0.065% active; IL-2 activation reporter assay, cell-based qHTS; stimulated with anti-CD3/CD4/CD28 beads; in transgenic mouse T cells; in the data active means activation above about 50%; inconclusive means mostly about 30% to 49%; further: 0% is about no effect
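EGFP and DsRed fluorescence is measured by plate cytometry in unstimulated transgenic mouse T cells exposed to compound for 60 minutes, then stimulated 18 hours at 37 degrees C with anti-CD3/anti-CD4 beads plus anti-CD28.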
EPAC1 antagonist: qHTS for Antagonist of cAMP-regulated guanine nucleotide exchange factor 3 (EPAC1): primary screen; Rap guanine nucleotide exchange factor 3 (Homo sapiens), O95398; EPAC1 GEF assay, Rap1b-BODIPY-GDP exchange fluorescence; 360,000 tested, 0.14% active; AID 720709, 2013; Potency, µM (highest dose often 115 µM), inactives show at the top dose activity change, negative = inhibition, actives largely listed as inhibitors;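 further: potency means the concentration at half of the fitted maximal effect; plate controls were vehicle for no effect and positive control for full effect; nearly all actives have a fitted effect of over 50% in size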
PI5P4Ka inh: qHTS for Inhibitors of phosphatidylinositol 5-phosphate 4-kinase (PI5P4K) | Phosphatidylinositol 5-phosphate 4-kinase type-2 alpha (Homo sapiens), P48426 | max response, % | 330,000 tested, 1.2% active | PI5P4Kalpha enzyme, ADP-Glo luminescence, 60 min; stronger effect = lower value; active means max response of -50% or lower; inconclusive means between -30% and -50%; inactive means -30% or higher; further: value at the top dose of about 77 µM; on the % scale 0 is the no-effect control and ±100 the full control effect
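ADP-Glo luminescence end-point after a 60 min room-temperature kinase reaction. PI5P4Kalpha and substrate in HEPES pH 7.4 buffer with EGTA, 0.1% CHAPS and 5% DMSO; ATP at 5 microM final.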
* hit, by the source's call; ? = inconclusive; . = no result given; [ ] = dose if it differs, or a comment. Unless noted, the call rests on the fitted dose curve; in most records, active means well fitted curve in the direction sought with a large enough effect; inconclusive means small, poorly fitted or top-dose-only effect, or another doubt; inactive means no such curve, though single readings can be large; an effect the other way counts as inactive or inconclusive. This is a random part of the collection; overall some 4.1% were active at least once.

SMILES | WRN inhibitor | PLK1 PBD inh | FUS suppressor | aSyn rescue | Abeta yeast res | EPAC1 ag | IL-2 act | EPAC1 antagonist | PI5P4Ka inh
CCN(C(=O)CSc1ncccc1C(=O)OC(C)C)c1cccc(C)c1 | 2% | -9% | 27% | -3% | -19% | 9% | -2.4 | 0% | .
O=C(Nc1nc(-c2ccccn2)cs1)c1ccco1 | -14% | ? | 24% | 18µM* | ? | 6% | -0.2 | -10% | ?
OC(CN1c2ccccc2Sc2ccccc21)Cn1nnc2ccccc21 (stereo unspecified) | -3% | -9% | 16% | 7% | 6% | 27% | -2.1 | ? | 7
O=C1CCCN1c1ncc(S(=O)(=O)c2ccc([N+](=O)[O-])cc2)s1 | 2% | -16% | 14% | 1% | 8% | 6% | 0.7 | 11% | 3
OCC(C#CCN1CCCCC1)NCc1ccccc1 (stereo unspecified) | -5% | -7% | 10% | -1% | -4% | 7% | 0.7 | 2% | .
COc1cccc(/C=N/NC(=O)C(=O)N/N=C/c2cccc(OC)c2O)c1O | -21% | -13% | 9% | -8% | -13% | 6% | 0.6 | 12% | 0
O=C1/C(=C\c2ccccc2Cl)SC(=S)N1CCC(=O)N1CCCc2ccccc21 | 1% | 7% | -28% | -4% | 0% | 0% | 5.6 | 0% | 3
COc1cc2nc(NC(=O)c3ccc(Cl)cc3)[nH]c(=O)c2cc1OC | -3% | 1% | -1% | -4% | -13% | 0% | -1.7 | 9% | 3
CCOC(=O)c1c(NC(=O)CSc2cccc[n+]2[O-])sc(C(=O)Nc2ccccc2)c1C | -4% | 2% | 22% | 1% | -24% | -11% | -3.0 | 1% | ?
O=C(Nc1ccc(F)cc1)N1CCN(c2nc3ccccc3s2)CC1 | -1% | -1% | -10% | 8% | -1% | -2% | 0.4 | -16% | 3
O=[N+]([O-])c1ccccc1-c1ccc(C(=S)N2CCCC2)o1 | ? | 2.7µM* | ? | 1% | -12% | 4% | -0.6 | -20% | ?
CCC(CC)C(=O)NCCc1cc2cc(C)c(C)cc2[nH]c1=O | 2% | -9% | -22% | -1% | -11% | -27% | -2.6 | 4% | -5
COC(Cc1n[nH]c(=S)n1-c1ccc(Cl)cc1)OC | 8% | -10% | 6% | 5% | 3% | 3% | 1.1 | 5% | .
CC1CCC2(CC1)NC(=O)N(NC(=O)c1cc3ccccc3o1)C2=O (stereo unspecified) | 5% | 2% | -15% | 0% | -2% | 3% | -0.2 | -7% | -4
CN(CC(=O)N1CCCc2c1c(=O)oc1ccc(O)cc21)Cc1ccccc1 | -6% | -6% | 9% | -3% | -4% | -4% | -1.5 | 2% | -5
COC(=O)c1ccccc1NC(=O)CN1CCC(n2nnc3cc(F)ccc32)CC1 | 1% | -6% | -12% | 3% | -3% | 9% | -4.0 | 24% | -1
C(=C\c1ccccc1)/CN1CCN(C(c2cccs2)c2nnnn2Cc2ccccc2)CC1 (stereo unspecified) | -18% | 6% | 18% | 3% | -2% | 1% | -0.7 | -22% | 9
COc1ccc(S(=O)(=O)Nc2ccc3c(c2)C(=O)N([C@H](C)CO)C[C@H](C)[C@@H](CN(C)C(=O)NC(C)C)O3)cc1 | 6% | -10% | 0% | 4% | 6% | 0% | 0.1 | -8% | -1
CC1(C)NC(=O)N(CCOCCSc2ccccc2)C1=O | 0% | -8% | 7% | 3% | -28% | 8% | -3.2 | -8% | .
COc1ccc(C(CNC(=O)c2cccc(S(=O)(=O)Nc3ccc(C)cc3)c2)N2CCCCC2)cc1 (stereo unspecified) | -11% | 6% | 5% | 1% | 13% | 4% | -5.2 | -3% | 0
NS(=O)(=O)c1ccc(NC(=O)C2Cc3ccccc3CN2C(=O)c2ccco2)cc1 (stereo unspecified) | ? | -28% | 27% | 0% | 7% | 8% | -1.1 | ? | -87*
COc1ccc(-c2c(C(C)=O)c(C)nc3sc4c(=N)n(N)cnc4c23)cc1 | 13% | -3% | . | -6% | -6% | -6% | 1.7 | -3% | 2
O=C(NC(=S)Nc1ccc(S(=O)(=O)Nc2nccs2)cc1)c1ccc(F)c(F)c1 | -31%[57.1 µM] | -15% | -4% | -1% | 7% | -10% | -0.1 | 23% | -12
CC(C)C[C@H]1CNC(=S)N1C[C@H]1CCCN1C[C@H](Cc1ccc(O)cc1)N1C[C@H](Cc2ccc(O)cc2)N(CC2CCCCCC2)C1=S | -9% | 4% | ? | ? | -9% | -6% | -0.9 | -17% | -27
Cc1c(C)c2ccc(OCC(=O)NC(Cc3ccc(Cl)cc3)C(=O)O)cc2oc1=O (stereo unspecified) | 4% | -13% | 4% | 7% | -11% | -26% | -0.5 | 3% | -3
CN(C)c1ccc(C=C(C#N)C(=O)c2ccccc2)cc1Br | -3%[57.1 µM] | 0.84µM* | 7% | 4% | 6% | 7% | -0.3 | ? | 1
COc1ccc(OCCCC(=O)NCCc2nc3ccccc3[nH]2)cc1 | -17% | -8% | 12% | 4% | -9% | -6% | -0.2 | -11% | -13
Cc1nn(-c2ccc(F)cc2F)c2c1-c1nc(N3CCCC3)ncc1CC2 | -2% | -9% | 11% | -3% | -19% | 8% | -2.9 | 5% | -1
O=C(NCc1cccc(F)c1)c1cccc2c1C(=O)c1ccc(Cl)cc1S2(=O)=O | 3% | -20% | -1% | -4% | 3% | -5% | -4.7 | -4% | 6
CCCC(=O)N(CCN1CCOCC1)c1nc2c(C)cccc2s1 | 2% | -4% | 11% | 5% | 19% | 6% | -0.4 | -29% | 0
O=C(O)C(CO)(c1ccccc1)c1ccccc1 | ? | ? | -14% | 10% | -10% | -8% | -3.5 | -6% | -1
Cc1cccc(NC(=O)Cn2nnc(-c3ccc(CN4CCCC4)cc3)n2)c1C | -13% | 0% | -7% | 4% | 2% | 8% | -2.9 | -19% | -6
CC1CCc2c(C(=O)Oc3cccc(-n4cnnn4)c3)csc2C1 (stereo unspecified) | -11% | -3% | 39% | 16% | ? | ? | -3.8 | -15% | .
Fc1cccc(Cl)c1Cn1nnc2c(NCc3ccccn3)ncnc21 | 2% | -13% | 9% | -7% | -12% | 5% | -2.6 | 5% | -2
CC(=O)c1ccc(NC(=O)COC(=O)c2ccc(F)cc2F)cc1 | 3% | -3% | 4% | 1% | 6% | -14% | 1.1 | -1% | -7
O=C(CSc1nnc(-c2cccnc2)n1Cc1ccco1)c1ccc2ccccc2c1 | -20% | -15% | ? | 7% | -21% | 11% | -0.9 | -15% | ?
C=C(C)CN(CC)C(=O)CC1C(=O)NCCN1Cc1c(F)cccc1Cl (stereo unspecified) | -3% | -19% | 10% | 10% | -7% | -4% | -0.2 | -4% | -2
C=CCN1N=C(/C=C/c2ccc(OC)cc2)CCC1=O | 3% | -11% | 3% | -9% | -8% | 12% | 0.3 | 1% | 5
CCOC(=O)N1CCC(N2C(=O)c3ccc(C(=O)NCCOC)cc3C2=O)CC1 | -1% | 3% | -10% | 2% | -16% | 2% | -1.2 | 18% | 0
COCCNC(=O)CN(Cc1ccco1)C(=O)CCC(=O)Nc1nccs1 | 1%[57.1 µM] | 3% | -6% | 0% | -1% | 6% | 1.1 | 3% | 6

PI5P4Ka inh: what is marked active above.
mol | WRN inhibitor | PLK1 PBD inh | IL-2 act | EPAC1 antagonist | PI5P4Ka inh
NS(=O)(=O)c1ccc(NC(=O)C2Cc3ccccc3CN2C(=O)c2ccco2)cc1 (stereo unspecified) | ? | -28% | -1.1 | ? | -87*

Other results follow:
SMILES | WRN inhibitor | PLK1 PBD inh | FUS suppressor | aSyn rescue | Abeta yeast res | EPAC1 ag | IL-2 act | EPAC1 antagonist | PI5P4Ka inh
Cc1cc(C(=O)N2CCC2(C)C(=O)NS(=O)(=O)c2ccccc2Cl)nn1C (stereo unspecified) | 5% | -11% | -14% | -1% | 20% | 7% | -0.1 | -8% | -18
NNc1nnc2c3cc(F)ccc3n(CCc3ccccc3)c2n1 | 3% | -16% | 33% | -1% | 3% | -4% | -0.8 | -4% | 1
COc1ccc(CCNc2nc(C)nc3c2oc2ccccc23)cc1OC | -9% | -6% | 18% | -3% | -8% | -1% | 0.3 | 7% | 4
CCc1ccc(C(=O)COC(=O)c2n[nH]c3ccccc23)cc1 | -5% | 6% | 27% | 7% | 5% | 0% | -1.0 | -7% | -2
Nc1nc(Cl)nc2c1ncn2C1CC(O)C(CO)O1 (stereo unspecified) | -1% | -26% | -29% | 0% | -16% | -14% | -0.6 | -16% | 0
CC1CN(S(=O)(=O)c2ccc(C(=O)N(CCCN(C)C)c3nc4cc5c(cc4s3)OCCO5)cc2)CC(C)O1 (stereo unspecified) | -4% | -11% | 17% | 0% | 4% | -38%[inhibitor] | -0.5 | -18% | -3
Cc1ccc(N(CC(=O)NC2CCCC2)C(=O)c2c(C)noc2C)cc1C | 12% | -3% | 21% | -9% | 9% | 3% | -1.5 | 15% | 1
CCOC(=O)c1sc2cccc(Cl)c2c1N | 2% | -9% | 8% | 19% | 7% | 1% | -2.2 | 4% | 2
COc1ccccc1N(CC(=O)N1CCCCCC1)S(C)(=O)=O | -7% | ? | -7% | -13% | 13% | 4% | -2.5 | 4% | .
CN(C)Cc1ccccc1C(O)(c1ccccc1)c1ccccc1 | 4% | ? | 10% | -2% | 7% | -5% | -0.7 | -16% | -6
C=CCOc1ccc(/C=N/NC(=O)CN2CCOCC2)cc1OCC | 6% | -1% | 6% | 4% | -26% | -1% | 0.1 | -12% | -4

High-throughput results deposited in PubChem BioAssay by National Center for Advancing Translational Sciences (NCATS).
